CHOP UPR activ – activators of apoptotic CHOP UPR arm, primary screen, cell-based, CHO-CHOP luciferase reporter, luminescence, uHTS. UPR activation; percent of tunicamycin response over DMSO baseline. activation, % at 10 µM. 330,000 tested, 0.34% active;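 active = at 10 µM dose, activation of 40% or more, normalized to positive control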;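 also: 100% = tunicamycin at 10 µg/mL and 0% = DMSO alone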
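System: CHO-CHOP luciferase reporter cell line; amount: 500 cells/well; buffer or medium: F12 medium containing 10% fetal bovine serum; incubation: 6 h compound exposure at 37 °C after overnight seeding; measured by: luciferase luminescence after 10 min with Steady-Glo reagent; evaluation: % reporter activation, DMSO baseline versus tunicamycin full activation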
TIM10 inh – growth inhibitors of isogenic TIM10 control yeast, primary screen, counter-screen for tim10-1 yeast inhibitor project, luminescence, uHTS | S. cerevisiae TIM10 strain growth, BacTiter-Glo luminescence, 24 h | inhibition, % at 10 µM | 330,000 tested, 1.4% active | AID 463195, 2010;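 active = inhibition of 40% or more at the single tested concentration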;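 also: wild-type TIM10 isogenic control strain grown at permissive 25 °C; 0% = DMSO yeast wells and 100% = minimal medium wells without yeast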
Mdm2 MdmX PPI – inhibitors of human Mdm2-MdmX association, primary screen, cell-based, luminescence, split luciferase, SaOS-2, uHTS. Protein Mdm4 (Homo sapiens) + E3 ubiquitin-protein ligase Mdm2 (Homo sapiens), …. SaOS-2 split-luciferase Mdm2/MdmX complementation. inhibition, % at 8 µM. 330,000 tested, 3% active. AID 485346, 2010;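 active = inhibition of at least 50% at 8 µM in the primary screen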
tim23-1 inh – growth inhibitors of tim23-1 mutant yeast, primary screen, luminescence, uHTS; S. cerevisiae tim23-1 growth, BacTiter-Glo luminescence, 24 h; inhibition, % at 20 µM; 330,000 tested, 1.3% active; AID 463212, 2010;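 active = growth inhibition of the mutant yeast at or above 50%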;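 also: temperature-sensitive mutant grown at 25 °C; plate controls were DMSO-treated mutant yeast for no effect and medium wells lacking yeast for full effect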
UPR XBP1 act – activators of adaptive XBP1 UPR arm, primary screen, cell-based, CHO-XBP1 luciferase reporter, luminescence, uHTS. IRE1-XBP1 UPR activation; percent of tunicamycin response, DMSO as zero. activation, % at 20 µM. 330,000 tested, 0.33% active. AID 463104, 2010;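 active = versus positive control, 20 µM dose yields 30% or more activation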;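 also: 100% = tunicamycin at 10 µg/mL and 0% = DMSO only wells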
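Signal: luciferase luminescence; Assay system: CHO-XBP1 luciferase reporter cells; Amount: one thousand reporter cells per well; Dosing: 20 µM single concentration, DMSO 1%; Benchmarks: high control tunicamycin 10 µg/mL final, low control DMSO vehicle only; Schedule: 6 h compound exposure at 37 °C, 5% CO2; Evaluation: percent activation relative to tunicamycin reference.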
tim10-1 inh – growth inhibitors of tim10-1 mutant yeast, primary screen, luminescence, uHTS; S. cerevisiae tim10-1 ts strain growth, BacTiter-Glo, 24 h; inhibition, % at 20 µM; 330,000 tested, 2.2% active; AID 463190, 2010;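 active = inhibition of at least 40%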;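 also: mutant grown at 25 °C; 0% = DMSO wells with yeast and 100% = wells holding no yeast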
APJ ag – agonists of human apelin receptor APJ, primary screen, CHO-K1 cells, PathHunter beta-arrestin, luminescence. P35414. 330,000 tested, 0.11% active. activation, % at 20 µM. 0% DMSO wells, 100% apelin;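 active = activation more than six SD over the plate average, tested at 20 µM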;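 also: 0% = DMSO alone and 100% = apelin-13 at 10 nM; some results filed as inactive read as strong as hits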
Target sequence (P35414 whole entry, looked up): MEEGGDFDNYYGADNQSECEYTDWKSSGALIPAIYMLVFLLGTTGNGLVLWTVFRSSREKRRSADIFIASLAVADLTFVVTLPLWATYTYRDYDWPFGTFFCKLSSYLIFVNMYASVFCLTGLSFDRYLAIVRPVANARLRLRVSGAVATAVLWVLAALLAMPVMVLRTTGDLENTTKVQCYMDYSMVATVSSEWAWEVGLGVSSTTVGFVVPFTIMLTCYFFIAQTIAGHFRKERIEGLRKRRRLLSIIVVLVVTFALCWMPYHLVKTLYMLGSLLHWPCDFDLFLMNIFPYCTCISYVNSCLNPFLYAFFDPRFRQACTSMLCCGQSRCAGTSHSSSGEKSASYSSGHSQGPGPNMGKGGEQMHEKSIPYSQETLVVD
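Assay system – PathHunter CHO-K1 APJ (AGTRL-1) beta-arrestin reporter cells · Compound – one dose, 20 µM compound, 1% DMSO · Timing – compound 90 min 25 °C, reagent 1 h · Measured by – luminescence from split beta-galactosidase complementation, Galacton Star/Emerald II substrate · Measure – beta-arrestin recruitment to APJ as agonist activity, luminescent signal · Benchmarks – DMSO vs Apelin-13 10 nM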
CXCR6 block – CXCR6 receptor inhibitors, primary screen, cell-based, beta-arrestin, luminescence, CHO-K1 PathHunter, 1536-well; C-X-C chemokine receptor type 6 (Homo sapiens), O00574; inhibition, % at 20 µM; 360,000 tested, 0.36% active; in the data active = inhibition above about 34%, passing the limit was not always enough;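 also: antagonist mode with CXCL16 agonist at 10 nM final; 0% = 10 nM CXCL16 with DMSO and 100% = unstimulated wells without agonist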
Target sequence (O00574 whole entry, looked up): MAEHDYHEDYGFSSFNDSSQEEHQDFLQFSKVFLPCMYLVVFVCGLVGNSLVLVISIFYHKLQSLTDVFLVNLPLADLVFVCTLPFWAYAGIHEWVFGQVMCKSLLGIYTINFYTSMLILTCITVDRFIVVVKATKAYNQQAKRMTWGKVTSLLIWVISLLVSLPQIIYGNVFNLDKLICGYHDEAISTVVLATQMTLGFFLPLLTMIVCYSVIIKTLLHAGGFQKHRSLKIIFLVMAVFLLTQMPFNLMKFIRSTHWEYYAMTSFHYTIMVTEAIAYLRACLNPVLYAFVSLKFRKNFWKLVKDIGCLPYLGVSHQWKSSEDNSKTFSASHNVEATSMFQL
APJ antagonist – antagonists of human apelin receptor APJ, primary screen, CHO-K1 cells, beta-arrestin complementation, luminescence; P35414; 330,000 tested, 0.32% active; inhibition, % at 20 µM; AID 2521, 2010;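 active = inhibition above about 40% at 20 µM, limit read from the data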;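 also: cells challenged with 10 nM apelin-13 agonist together with compound; plate controls were apelin-13 plus DMSO wells for no effect and DMSO wells lacking apelin-13 for full effect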
Active calls of the source: *. Only part of the results is shown; count on the stated rates, not on these rows.

Molecule	CXCR6 block	tim10-1 inh	tim23-1 inh	CHOP UPR activ	TIM10 inh	UPR XBP1 act	APJ ag	APJ antagonist	Mdm2 MdmX PPI
CCCN(CCC)C(=O)Cn1ccc(=N)c2ccccc21	4.3	4.4	3.2	-1.3	7.6	-0.4	-2.4	8.0	2.3
C=CCn1cc(Cl)cc(C(=O)Nc2ccccc2)c1=O	-10.6	-20.9	9.2	3.0	-25.5	1.7	-3.9	-5.7	-14.9
CCOC(=O)C1CCN(C(=O)COC(=O)/C=C/c2ccccc2)CC1	4.5	6.2	4.1	-0.1	9.2	0.3	-2.0	-3.9	0.2
Cc1n(CC(=O)c2ccc(F)cc2)c2ccccc2[n+]1C	-12.8	0.7	8.3	-2.0	-1.9	0.2	-1.2	-8.6	12.8
CCOc1ccc(NC(=O)COC(=O)CC2CC3CCC2C3)cc1 (configuration not stated)	5.4	4.4	58.6*	1.0	44.2*	0.4	-1.7	7.4	13.6
O=C(NCc1ccccn1)c1cc(-c2ccccc2)on1	-4.4	-9.4	0.2	0.5	-18.0	1.0	0.7	-3.8	19.7
COc1ccccc1NC(=O)CNc1ccc(F)c(Cl)c1	-9.4	-2.5	29.5	3.6	2.5	1.9	-2.3	5.6	-0.4
O=C(N/N=C/c1c(O)ccc2ccccc12)c1ccc(Br)o1	3.1	-19.7	42.6	-1.9	-73.3	-1.1	-5.1	-6.0	87.0*
COCC(=O)NC1CCN(C(=O)NCc2ccccc2)CC1	6.3	9.6	3.7	-1.9	-2.4	-3.7	-3.1	-10.4	5.4
Oc1ccccc1N=Cc1ccc[nH]1	-0.5	-18.1	29.7	-1.3	-2.1	3.2	10.9	-10.8	1.7
Cc1ccc(-n2cc(C(C)(C)C)[nH]c2=S)cc1	-8.2	31.4	9.5	1.6	8.0	1.3	-2.9	-24.3	-7.5
CCn1c(CNC(=O)c2ccco2)nnc1SCC(=O)Nc1cc(C(F)(F)F)ccc1Cl	9.7	-3.9	1.2	5.2	8.6	-1.3	-1.6	-8.4	-6.9
Cc1ccc(OCC2Cn3c(nc4c3c(=O)n(C)c(=O)n4C)O2)cc1 (configuration not stated)	5.0	20.5	22.8	-0.9	12.5	-3.2	-2.8	11.2	18.5
C=Cc1ccc2c(c1)OCCOCCOCCOCCOCCO2	2.9	25.0	19.5	1.2	14.5	-0.6	-1.0	-4.7	18.7
COc1cccc(OCC(=O)NC2CCCCCC2)c1	3.2	10.1	24.1	2.6	5.6	-2.5	-5.0	19.1	-2.5
COCCNC(=O)/C(C#N)=C/c1c(N2CCN(C)CC2)nc2ccccn2c1=O	5.0	14.5	15.4	-1.6	13.1	3.6	-2.4	-2.2	-3.7
COc1ccc(OC)c(/C(C)=N/Nc2ccc(C(=O)O)cc2)c1	3.6	10.6	16.2	0.1	-25.3	-6.3	-4.2	2.8	6.3
Cc1nc(NCCCN2CCOCC2)c2oc3ccccc3c2n1	-12.5	-16.4	-30.5	1.0	-0.1	-4.0	-1.6	-3.8	6.7
O=C(Nc1ccncc1)Nc1ccc(F)cc1F	2.2	5.2	-0.9	0.3	-5.4	-1.6	-1.0	-21.1	-5.8
NNc1nnc(-c2ccccc2)c(-c2ccccc2)n1	10.2	22.2	42.7	0.6	37.4	-1.9	-3.0	10.0	30.7
CN1CC(=O)N2[C@H]3c4ccccc4OC[C@@H]3[C@H](c3ccccc3)[C@]2(C)C1=O	-0.9	2.6	19.5	-1.3	3.8	2.5	-2.5	7.6	-16.6
C/C(=N\OC(=O)c1cccc(C)c1)c1sc(-c2ccccc2)nc1C	-0.9	15.5	12.8	4.4	-6.2	0.0	-0.3	11.6	-142.6
COc1cc(OC)c(CN2CCC(Cc3ccccc3)CC2)cc1Br	9.3	2.7	2.5	-0.6	0.1	-1.6	-2.7	-10.3	13.0
CCOc1ccc(NC(=S)Nc2cccc3cnccc23)cc1	-7.6	-19.7	-25.4	-0.5	8.5	-0.8	1.0	-56.1	23.2
CCCCc1cc(=O)oc2cc(OCC(=O)N[C@@H](Cc3ccccc3)C(=O)O)ccc12	-7.1	6.2	13.9	2.2	6.5	-1.2	-2.0	-40.5	-9.5
CCOC(=O)C1=C(C)N=c2s/c(=C/c3ccc(OCC(=O)O)cc3)c(=O)n2C1c1ccc(F)cc1 (configuration not stated)	8.1	11.4	13.7	1.0	1.2	0.0	-2.2	8.3	-2.7
CCc1ccc2c(CN3CCN(S(=O)(=O)c4cccs4)CC3)cc(=O)oc2c1	0.6	41.3*	33.9	-1.4	23.0	-1.1	-1.2	-13.2	12.6
CCCCCCn1cc(C(=O)O)c(=O)c2ccccc21	6.1	33.3	14.7	-2.1	31.3	0.3	-1.9	3.9	-4.2
CCOc1cc(CNn2cnnc2)cc(Br)c1OCC(=O)NC(C)(C)C	0.0	-13.9	3.0	2.4	-0.7	-2.4	-0.8	-29.2	-3.3
COc1ccc([N+](=O)[O-])cc1NC(=O)c1ccc(CN(c2ccc(C)c(C)c2)S(C)(=O)=O)cc1	-0.2	17.4	-1.8	-0.7	22.2	-2.8	-3.5	1.7	30.4
CCC(C)c1nc2ccsc2c(N2CCOC2=O)c1-c1ccccc1 (configuration not stated)	3.8	-6.8	-0.1	-0.9	-12.3	-0.5	-3.5	-53.4	-6.2
Cc1ccc(C(=O)NC2(C(F)(F)F)NC(=O)N(c3ccc(Cl)cc3)C2=O)cc1 (configuration not stated)	-2.4	31.3	29.6	-1.9	26.8	-3.5	-2.9	2.8	5.9
Cc1ccc(NC(=O)Cc2c(C(=O)O)n(C)c3ccccc23)cc1F	-8.2	15.2	30.8	-0.6	7.3	-1.7	-2.7	15.2	2.0
O=[N+]([O-])c1c(NCc2ccccc2)cc(N2CCc3ccccc3C2)c2nonc12	4.2	12.1	22.8	3.8	28.2	-0.1	-2.3	11.2	10.0
Cc1cnc(NC2=NCCC2)s1	-5.3	6.5	2.5	1.2	-1.4	1.7	-0.6	13.0	-0.3
COc1c(C)cc(S(=O)(=O)NCc2ccco2)c(C)c1C	-2.6	-5.1	6.0	2.5	7.6	-1.9	-0.6	-3.9	-9.1
O=C(CN1CCC(n2nnc3cc(F)ccc32)CC1)NCCc1nc2ccccc2[nH]1	10.4	4.1	-3.5	-1.8	1.2	-2.9	-5.8	18.0	-13.0
CC(C(=O)N1CCCC1)N1CCN(S(=O)(=O)c2ccc(OC(F)(F)F)cc2)CC1 (configuration not stated)	1.5	2.2	17.4	-0.2	2.3	1.0	-3.6	0.4	-6.6
O=C(CN1C(=O)c2ccccc2C1=O)Oc1ccc(Cl)cc1	1.5	22.6	12.3	-0.5	24.4	0.4	-2.8	-5.9	5.6
O=C(Nc1ccccc1C(=O)O)/C(=C/c1ccc(Cl)cc1Cl)NC(=O)c1ccco1	7.4	-0.7	-13.5	1.3	-11.7	-2.1	-1.7	2.9	18.3
CNC(=O)NC(=S)NC(=O)c1cccc(Cl)c1	14.4	14.6	15.1	-0.7	-9.4	3.4	-4.6	12.6	14.7
CCN(CC)C(=O)c1ccc(N)cc1	6.1	0.3	15.0	-0.6	-1.0	-3.3	0.3	-4.0	10.2
O=C(CCl)N(C1CCCC1)C1CCS(=O)(=O)C1 (configuration not stated)	-5.8	-3.5	13.8	4.5	6.8	0.3	-0.8	8.9	87.1*
CCOc1ccccc1C(=O)Nc1cc(=O)n(C)c(=O)n1C	-4.1	-21.3	-5.5	0.3	-2.7	-2.2	-3.6	-44.0	13.2
CCOc1cc(C(=O)N/N=C/c2ccsc2)cc(OCC)c1OCC	1.8	19.2	11.6	1.3	2.6	-0.4	-2.6	0.0	19.2
CC(C)=CCN1CCN(Cc2ccc(C)s2)CC1CCO (configuration not stated)	-5.6	6.1	0.4	1.2	-2.3	-2.0	1.4	8.1	-28.2
CC(C)CCNC(=O)C(C)N(C(=O)Cn1nnc(-c2ccc(F)cc2)n1)C1CCCC1 (configuration not stated)	1.1	22.1	19.0	-0.5	4.9	-2.4	-4.0	15.7	7.7
COc1ccc(C(=O)NC(=S)Nc2ccc(Cc3ccncc3)cc2)cc1	9.0	7.6	15.2	-0.1	22.2	-0.1	-3.4	3.8	38.1
CCC1CCCCN1C(=O)CSc1nnc(-c2cccs2)o1 (configuration not stated)	6.4	21.5	31.7	6.6	10.9	-5.3	-5.3	0.8	-24.8
CCCCCCCC1CC(/C(C)=N/NC(N)=O)OC1=O (configuration not stated)	5.2	15.2	2.9	0.1	17.1	-1.4	0.7	-3.2	-13.3
CCC(Sc1ncccc1C(=O)OC(C)C)C(=O)NCc1ccco1 (configuration not stated)	7.4	12.0	4.9	-0.2	6.9	-1.1	-2.8	13.2	-3.3
CC(=O)Nc1ccc(S(=O)(=O)N2CCCN(c3nc(C)cc(C)c3C#N)CC2)cc1	-0.1	28.1	21.6	-1.3	13.7	-4.4	-0.3	0.2	-3.2
COc1ccc(NC(=O)CCNC(=O)c2ccco2)cc1S(=O)(=O)N(C)C	5.1	10.4	2.3	1.0	1.5	5.0	1.2	8.0	11.3
Oc1ccc(-c2nnc(Nc3ccccc3)c3ccccc23)cc1	-4.4	-2.6	-5.1	2.3	-2.4	-2.3	-2.9	6.6	36.8
COCCNC(=O)C(c1ccccc1C)N(C(=O)Cn1nnc2ccccc21)c1cccnc1 (configuration not stated)	-3.3	3.7	1.7	1.6	-10.1	-0.6	2.0	6.6	-13.9
O=C(Nc1cccc(Cl)c1)NC1CCN(C2CCCCC2)C1 (configuration not stated)	1.3	14.7	3.1	0.0	3.1	-4.6	-1.6	-9.0	15.0

Compound profiles, as listed above.
`CCC1CCCCN1C(=O)CSc1nnc(-c2cccs2)o1` (configuration not stated) is listed with CXCR6 block = 6.4; tim10-1 inh = 21.5; tim23-1 inh = 31.7; CHOP UPR activ = 6.6; TIM10 inh = 10.9; UPR XBP1 act = -5.3; APJ ag = -5.3; APJ antagonist = 0.8; Mdm2 MdmX PPI = -24.8
`COc1ccc(NC(=O)CCNC(=O)c2ccco2)cc1S(=O)(=O)N(C)C` is listed with CXCR6 block = 5.1; tim10-1 inh = 10.4; tim23-1 inh = 2.3; CHOP UPR activ = 1.0; TIM10 inh = 1.5; UPR XBP1 act = 5.0; APJ ag = 1.2; APJ antagonist = 8.0; Mdm2 MdmX PPI = 11.3
